ST2 IL33 inh: IL1RL1 inhibition; Q01638; AlphaLISA ST2-Fc/biotin-IL-33 interaction, 1 h; inhibition, % for hits at 17 µM; 78,000 compounds, 2.3% hits; AID 1259354; in the data active = inhibition above about 30%; inconclusive = mostly about 10% to 28%
Target sequence (Q01638 whole entry, looked up): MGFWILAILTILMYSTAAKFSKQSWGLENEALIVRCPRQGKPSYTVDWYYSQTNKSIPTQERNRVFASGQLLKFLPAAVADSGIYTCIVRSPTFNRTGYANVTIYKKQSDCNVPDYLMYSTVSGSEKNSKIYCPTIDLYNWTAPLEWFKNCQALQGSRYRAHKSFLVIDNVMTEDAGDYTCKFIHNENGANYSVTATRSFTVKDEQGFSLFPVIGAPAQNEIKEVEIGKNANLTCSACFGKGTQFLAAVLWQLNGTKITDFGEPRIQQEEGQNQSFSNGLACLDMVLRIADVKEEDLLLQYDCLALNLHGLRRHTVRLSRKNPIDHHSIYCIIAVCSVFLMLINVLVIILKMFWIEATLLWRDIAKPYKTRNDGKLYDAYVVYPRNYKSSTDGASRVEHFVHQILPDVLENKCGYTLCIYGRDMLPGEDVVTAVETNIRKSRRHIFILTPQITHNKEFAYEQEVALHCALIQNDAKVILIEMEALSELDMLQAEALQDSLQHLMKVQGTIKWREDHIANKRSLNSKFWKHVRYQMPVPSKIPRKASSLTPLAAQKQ
* = called active by the depositor; i = inactive; u = inconclusive. Only part of the results is shown (hit frequency here may not be typical).

Structure	ST2 IL33 inh
Cc1ccc(N2CC(NC(=O)Cc3ccccc3)CC2=O)cc1 (centres undefined)	u
CN[C@@H](C)C(=O)N(Cc1cccc(C)c1)Cc1ccccc1OC	u
CC(=O)NC(c1ccc(Cl)cc1Cl)c1ccc2cccnc2c1O (centres undefined)	i
O=C1CCCN1C1CCCN(CCn2cc(Cl)cn2)C1 (centres undefined)	i
Fc1cccc(-n2c(CN3CCNCC3)nc3cccnc32)c1	i
CCN(C(=O)Cc1c(C(=O)O)[nH]c2ccc(Cl)cc12)c1ccccc1	i
CSc1nc(-c2ccccc2)ccc1C#N	i
COc1ccc(NC(=O)CCC2CCCN(C(=O)CCc3c(C)noc3C)C2)cc1Cl (centres undefined)	i
COc1ccc(OC)c(N(CC(=O)NC(C)C)S(=O)(=O)c2ccccc2)c1	i
COc1ccc(C2=NN3C(C2)c2ccccc2OC32CCCCC2)cc1 (centres undefined)	u
CCCc1nnc([C@H]2CCN(Cc3cccs3)C2)o1	i
CCN(CC)CC(=O)N1CCN2C(=O)CNC(=O)C2C1 (centres undefined)	i
CN1CC2(CCN(C(=O)c3ccc(Oc4ccccc4)o3)C2)OC1=O (centres undefined)	u
COc1cccc(C(=O)N2CCN=C2SC)c1OC	i
CCOC(=O)c1sc(NC(=O)Cn2c3ccccc3c(=O)c3ccccc32)nc1C	u
COc1ccc(S(=O)(=O)NCc2ccc3c(c2)OCO3)c(C)c1C	i
CCOC(=O)C[C@@H]1C[C@@H](C(C)C)[C@H](CNS(=O)(=O)c2ccc(OC)cc2)C=C1C	i
FC(F)(F)c1cc(-c2ccco2)nc(NCc2cccnc2)n1	i
Cc1cc(C)n(-c2nc3c(c(=O)n(C)c(=O)n3C)n2Cc2ccc(F)cc2)n1	i
COc1cc(C2C(C#N)=C(N)Oc3cc(N)ccc32)ccc1O (centres undefined)	u
O=C1N/C(=C\c2ccc(-c3cccc([N+](=O)[O-])c3)o2)C(=O)N1Cc1ccc(Cl)cc1	u
O=C([C@@H]1C[C@@H]1c1ccccc1)N1CCCCCC1	i
Cc1ccc2[nH]c(CNC(C)c3cnn(-c4cccc(F)c4)c3C)c(C)c2c1 (centres undefined)	32%*
COCC(O)CS(=O)Cc1ccccc1 (centres undefined)	i
O=c1c(NS(=O)(=O)c2cccc(F)c2)ccc2n1C[C@H]1C[C@@H]2CN(S(=O)(=O)c2ccccc2)C1	u
COc1ccc(Nc2nc(Cl)nc(Nc3ccc(OC)cc3)n2)cc1	i
C/C(=C\C(=O)c1ccccc1)NCc1ccc(F)cc1	u
CC1CC(C)CN(CC(=O)N2CCCc3c2c(=O)oc2ccc(O)cc32)C1 (centres undefined)	i
Cn1ncc2c(=O)[nH]c(CN3CCOC(CCCc4ccccc4)C3)nc21 (centres undefined)	i
CC1=C(C(=O)OCCc2ccccc2)C(c2ccc(Cl)c(Cl)c2)CC(=O)N1 (centres undefined)	i
CCCCNC(=O)C1CCCN(S(=O)(=O)CC)C1 (centres undefined)	i
CS(=O)(=O)N1CCCN(Cc2cc3n(n2)CCCNC3)CC1	u
Cc1cc(C(F)(F)F)c(C#N)c(SCC(=O)c2ccc([N+](=O)[O-])cc2)n1	60%*
Nc1nc2n(n1)C(c1cccs1)CC(c1ccc(F)cc1)N2 (centres undefined)	i
O=C(C1CCC1)N1CCOC(Cc2cccc(F)c2)C1 (centres undefined)	u
N#Cc1c(NC(=O)CN2C(=O)c3ccccc3C2=O)sc2c1CCCCC2	i
COc1ccc(OC)c(C2Nc3ccccc3NC3=C2C(=O)CC(c2ccc(Cl)cc2)C3)c1 (centres undefined)	i
N#CC(C#N)C(C#N)(C#N)C1CCC/C(=C\c2ccco2)C1=O (centres undefined)	u
O=C(Nc1ccc([N+](=O)[O-])cc1Br)c1cc2ccccc2o1	i
Cc1ccc(-n2c3nc(=O)[nH]c(=O)c-3cc3c(Cl)cccc32)cc1	i
O=C(CCc1nc2sc3c(c2c(=O)[nH]1)CCCC3)N1CCN(c2ccccc2)CC1	i
CCC(Oc1ccccc1)C(=O)Nc1cc(Cl)ccc1OCc1cc(=O)n2oc(C)cc2n1 (centres undefined)	u
CCSCCOC(=O)C1=C(C)NC(=O)NC1c1ccccc1 (centres undefined)	u
CCCCN(C)S(=O)(=O)c1cc(Br)cc2c1N(C(=O)C1CC1)CC2	i
CC(C)c1ccc(NC(=O)c2ccc3c(c2)N(C)C(=O)C2CCCCN32)cc1 (centres undefined)	u
Cn1c(SCc2ccccc2)nnc1C(O)c1ccccc1 (centres undefined)	i
OC1CCCN(Cc2ccccc2)C1 (centres undefined)	i
CSc1nc2ccccc2c(=O)n1N	i
O=C(c1ccc(N2CCCC2=O)cc1)N1CC[C@@H](c2ccc(F)cc2)[C@H](O)C1	u
COc1cccc(C(=O)Nc2ccccc2C2CC2)c1	u

Following part
Structure	ST2 IL33 inh
COc1ccc(NC(=O)C2(c3ccccc3)CC2(Cl)Cl)c(OC)c1 (centres undefined)	i
COC(=O)c1ccc(-c2nc3cc(N)ccc3o2)cc1	i
CCOc1ccc(S(=O)(=O)Nc2nc3ccccc3s2)c2cccnc12	i
CC(=O)N1N=C(c2ccc(Cl)c(Cl)c2)OC12CCCC2	i
CCCc1ccc(Oc2coc3c(C)c(O)ccc3c2=O)cc1	i
CC1=C(C)CC(C(=O)c2ccc(C)cc2)C(C(=O)O)C1 (centres undefined)	i
COc1coc(CN2CCOC(C(F)(F)F)C2)cc1=O (centres undefined)	i
CC1=C(C(=O)Nc2ccccn2)C(c2ccc(N(C)C)cc2)n2ncnc2N1 (centres undefined)	i
Cc1[nH]c(=O)[nH]c(=O)c1S(=O)(=O)NC1=NCCS1	i
COc1ccc(OC)c2c(N3CCCCC3)cc(C(F)(F)F)nc12	u
Cc1cc2nc(C)c(-c3ccccc3)c(N)n2n1	i
CC[C@H]1CN(C(=O)c2ccnc(Cl)c2)CC[C@H]1CC(=O)N1CCC(C(=O)OC)CC1	i
Nc1ccc(Oc2cccc(Oc3ccc(N)cc3)c2)cc1	u
CCCNS(=O)(=O)c1cccc2cccnc12	i
COc1ccc2nc([C@H]3CCN(Cc4ccc(NC(C)=O)cc4)C3)[nH]c2c1	i
CC(=O)Nc1ccc(Cl)c(C(=O)NCc2c(F)cccc2F)c1	i
CC(=O)N1c2c(cc(Br)cc2S(=O)(=O)N(C)c2cc(C)ccc2C)CC1C (centres undefined)	i
Cc1c(C(C)NC(=O)c2ccc3nc(Cc4ccccc4F)oc3c2)cnn1C (centres undefined)	i
NNC(=O)c1ccc(Br)cc1	i
Cc1cc(C)nc(NC(=O)CSc2nnc3sc4ccccc4n23)n1	i
CC12CN(C(C)(C)C)CC(C)(CN(C(C)(C)C)C1)C2=O	i
COc1ccc(C2CC(C(F)(F)F)n3nc(C(=O)N4CCCCCC4)c(Cl)c3N2)cc1 (centres undefined)	i
COc1ccccc1CNCc1ccc(OC)c(OCc2ccccc2)c1	i
CCn1cc(C(=O)NC2CCCCC2)c(=O)c2cc(S(=O)(=O)N(C)C3CCCCC3)ccc21	i
O=[N+]([O-])c1ccc(S(=O)(=O)NCC2CCCO2)cc1 (centres undefined)	u
COc1ccc(CCNS(=O)(=O)c2ccc(C(=O)N3CCCC3)s2)cc1OC	i
Cc1ccc(NC(=O)c2cccc(Cl)c2)c(Br)c1	i
COc1ccc(NC(=O)Cn2cnc3sc4c(c3c2=O)CCCC4)cc1OC	i
Cc1ccc(C2=C/C(=C/c3ccccn3)C(=O)O2)cc1	u
CSc1ccc(CN2CCN(c3ncccn3)CC2)cc1	i
COc1ccc(CN(C)C(=O)c2ccc(-n3cnnc3)cc2)c2cccnc12	i
CN=C(N)NCCCCC/C=C(/C)CC(C)C1OC(=O)C(C)C(O)/C=C/C(C)C(O)CC(O)C(C)C(O)CCC(C)C(O)CC2(O)OC(CC(OC(=O)CC(=O)O)CC(O)CC(O)C(C)C(O)/C(C)=C/CCC1C)CC(O)C2O (centres undefined)	i
CC(C)(C)c1ccc(CNS(=O)(=O)c2ccc(N3CCCC3=O)cc2)cc1	u
O=C1CCCC2=C1C(c1ccc3c(c1)OCO3)Nc1ccc(C(=O)c3ccccc3)cc1N2 (centres undefined)	u
N#Cc1ccc(Oc2n[nH]c(=O)c3ccccc23)c([N+](=O)[O-])c1	u
Cc1ccc2nc(NC(=O)c3cnccn3)sc2c1	i
O=C(Nc1ccc(F)cc1)c1cc2cc(Cl)cc(Cl)c2oc1=O	i
O=C(c1coc(COc2cccc3cccnc23)n1)N1CC[C@@H]2CCCC[C@H]2C1	u
CN(C)C(=O)c1nn(CC2CCCCC2)c2c1CC(NCc1cc(-c3ccccc3)on1)CC2 (centres undefined)	i
CC(C)Oc1ccc(NC(=O)COc2ccccc2[N+](=O)[O-])cc1	u
CC(=O)c1cc(C#N)c(SCCCCSc2nc(C)c(C(C)=O)cc2C#N)nc1C	u
Cc1cccc(C)c1OC1CN(C(CO)CO)C1	u
O=C(NC1CCCC1)c1cc(-c2ccco2)on1	i
COc1ccc(-c2cc(C(=O)Nc3cnn(Cc4ccc(Cl)cc4Cl)c3)no2)cc1	i
O=C(Cc1ccccc1)NC1CC(=O)N(c2ccccc2)C1 (centres undefined)	i
O=c1oc2ccccc2cc1-c1nc(-c2cccs2)cs1	51%*
COC(=O)c1ccc(-c2nc(CN3CCN(c4ccccc4F)CC3)c(C)o2)cc1	i
COCCn1c(COc2ccc(OC)cc2)nc2ccccc21	i
Brc1ccc2[nH]c3c(c2c1)CCCC3NCc1ccccc1 (centres undefined)	u
Cc1nc(CCNC(=O)CC(c2ccccc2)c2ccc(F)cc2)sc1C (centres undefined)	i

Reformatted as labelled records: part of the list above
> Cc1ccc(NC(=O)c2cccc(Cl)c2)c(Br)c1
  ST2 IL33 inh: i

> COc1ccc(NC(=O)Cn2cnc3sc4c(c3c2=O)CCCC4)cc1OC
  ST2 IL33 inh: i

> Cc1ccc(C2=C/C(=C/c3ccccn3)C(=O)O2)cc1
  ST2 IL33 inh: u

Continued.
Structure	ST2 IL33 inh
O=c1[nH]c(/C=C\c2ccccc2Cl)c([N+](=O)[O-])c(=O)[nH]1	i
CSc1ncc(CN2CCC(n3nccc3NC(=O)CCc3ccccc3)CC2)cn1	i
CC(CN1CCCC1)CN(C)C(=O)c1ccc(NC(=O)C2CCC2)cc1 (centres undefined)	i
CCOc1ccccc1NS(=O)(=O)c1ccc(OCC)c2ncccc12	u
O=C(N[C@@H]1c2ccccc2C2(CCNCC2)[C@H]1OCc1cccnc1)c1ccco1	u
O=C1N=C(SCC(=O)N2CCCCC2)NC(=O)C1Cc1ccccc1 (centres undefined)	i
O=C(NCc1ccccn1)C1COc2ccccc2O1 (centres undefined)	i
Fc1ccc(-c2cc(C(F)(F)F)nc(NCc3cccs3)n2)cc1	i
O=C(O)c1c[nH]c2ccc(S(=O)(=O)N3CCCc4ccccc43)cc2c1=O	i
COc1ccc(NC(=O)CN(C)S(=O)(=O)c2ccc(Br)cc2)cc1	i
Cc1noc(C)c1S(=O)(=O)NCc1cnn2ccccc12	u
CCN1CCCC1CNC(=O)CCC1CCN(CC2=Cc3cccc(OC)c3OC2)CC1 (centres undefined)	u
CC(C)C1CN(C(=O)Cc2cn3ccsc3n2)CCC(=O)N1CC1CC1 (centres undefined)	i
OCCN1CCN(CC(O)COCc2ccc(Cl)cc2)CC1 (centres undefined)	i
CCC(c1ncnn1C)n1ccnc1-c1ccsc1 (centres undefined)	i
CN(CC1CCN(CCc2ccc(Cl)cc2)CC1)C(=O)Cn1c(=O)oc2ccccc21	i
CCOC(=O)Cn1c(=O)n(-c2ccc(F)cc2)c2nc(-c3cc(C)ccc3C)nc(C(N)=O)c21	i
O=C(c1ccc(F)cc1)N1CCN=C1SCc1c(F)cccc1Cl	i
COC(=O)c1sc2ccccc2c1NC(=O)c1ccc2c(c1)OCCO2	u
COc1ccc(CN2CCOCC2)cc1Br	u
COc1cc(NC(=O)c2ccc(OCc3ccccc3)cc2)ccc1NC(=O)c1ccco1	u
CCOC(=O)c1cn(CC(=O)Nc2ccc3c(c2)OCCO3)nn1	i
O=C(NCc1ccc2c(c1)OCO2)c1cc(=O)[nH]c2ccc(S(=O)(=O)N3CCCC3)cc12	i
COCCNC(=O)C[C@@H]1O[C@H](CNC(=O)Nc2cccc(F)c2)[C@@H](O)[C@H]1O	u
O=S(=O)(N[C@H]1CO[C@H]2[C@@H]1OC[C@H]2O)c1ccc(Cl)cc1	u
CCC1CCCN1CNC(=O)c1cc(OC)c(OC)c(OC)c1 (centres undefined)	u
Cc1nc(SCC(=O)NC(C)COc2c(C)cccc2C)n[nH]1 (centres undefined)	u
CCNC(=O)Cc1ccc(-c2ccc3c(c2)OCCO3)cc1	u
COc1ccc(N2C(=O)CC(SCc3ccccc3)C2=O)cc1 (centres undefined)	i

Among those listed so far, these contain a nitro group on carbon.
Structure	ST2 IL33 inh
O=C1N/C(=C\c2ccc(-c3cccc([N+](=O)[O-])c3)o2)C(=O)N1Cc1ccc(Cl)cc1	u
Cc1cc(C(F)(F)F)c(C#N)c(SCC(=O)c2ccc([N+](=O)[O-])cc2)n1	60%*
O=C(Nc1ccc([N+](=O)[O-])cc1Br)c1cc2ccccc2o1	i
O=[N+]([O-])c1ccc(S(=O)(=O)NCC2CCCO2)cc1 (centres undefined)	u
N#Cc1ccc(Oc2n[nH]c(=O)c3ccccc23)c([N+](=O)[O-])c1	u
CC(C)Oc1ccc(NC(=O)COc2ccccc2[N+](=O)[O-])cc1	u
O=c1[nH]c(/C=C\c2ccccc2Cl)c([N+](=O)[O-])c(=O)[nH]1	i
